# Compound activity as filed in PubChem BioAssay.
# Giardia killer: Giardia lamblia killing; activity change, % at 7.66 µM, hits read low; AID 540267; Giardia lamblia trophozoite viability; 340,000 tested, 0.15% active; in the data active = activity change below about -80%; inconclusive = between about -30% and that limit;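 note: parasites exposed to compound for two days anaerobically before the ATP read; % is set by controls: 0 for no effect and ±100 for the full control effect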
#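 Anaerobic 48 hrs incubation at 37 deg C of 100 trophozoites/well with test compounds; ATPLite 1-Step luminescence, 15-30 min RT, reports cellular ATP as viability.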
# Integrin act MD: activates integrin-mediated alleviation for muscular dystrophy | alpha7betagal myoblasts, beta-gal FDG fluorescence, 48 h | Potency, µM (highest dose often 38.3 µM), for inactives: top-dose activation, actives largely listed as activators | 350,000 tested, 0.064% active | AID 624291;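 note: potency is the fitted concentration of half-maximal effect; 100% = response of the positive control SU9516; nearly all actives have a fitted effect of over 60% in size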
#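 Alpha7betagal+/- myoblasts (passage 13) were plated 16-24 hr, then exposed to compounds (1:260 dilution of DMSO stock) for 48 hours at 37C. After MPER lysis, β-galactosidase reporter activity was read as FDG fluorescence (ex 480/em 540) after 30 minutes.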
# GALK inh: inhibitors of human galactokinase. Potency, µM (top dose mostly 57.5 µM), for inactives: top-dose activity change, negative = inhibition, most hits filed as inhibitors. 270,000 tested, 0.007% active. Purified GALK, Kinase-Glo residual ATP luminescence; note: potency is the fitted concentration of half-maximal effect; % is set by controls: 0 for no effect and ±100 for the full control effect
#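 Compounds were pin-transferred into ATP buffer (35 uM final), then GALK plus galactose (5 nM, 100 uM final) was added. After 1 h at room temperature, Kinase-Glo Plus was added and luminescence read after 10 min.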
# Coupling enz: counter-screen for Giardia aldolase inhibitors: coupling enzyme system. activity change, negative = inhibition, % at 58.2 µM, hits read low. AID 2472. 290,000 tested, 0.67% active. coupling enzyme system counterscreen, AmpLite Red fluorescence; in the data active = activity change below about -30%; note: % is set by controls: 0 for no effect and ±100 for the full control effect
#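 Final compound at 57.5 uM, incubated 10 min at RT with coupling enzyme reagent (glyceraldehyde-3-phosphate), then 20 min with substrate and AmpLite Red detection. Fluorescence read at 525/598 nm; tests interference with the coupling assay, not aldolase inhibition.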
# TSG101-PTAP inh: blocks PTAP/TSG101 interaction to inhibit HIV-1 budding. Q99816. Fluorescence polarization, FITC-PTAP peptide / Tsg101 binding. Potency, µM (top dose mostly 115 µM), for the others: top-dose activity change, negative = inhibition, actives largely listed as inhibitors. 340,000 tested, under 10 active; active = well fitted inhibition curve with a large enough effect in the main read-out, with a control signal flat, not every such curve was filed as active; inconclusive = small, poorly fitted or top-dose-only effect, or effect the other way, or a change in a side signal; inactive = no such curve, though single readings can be large or run the other way; note: potency is the fitted concentration of half-maximal effect; % of control where 0% means no effect
#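 Fluorescence anisotropy tracks displacement of a FITC-tagged PTAP peptide (50 nM) from the Tsg101 binding domain (10 uM), following a 20 min room-temperature incubation at pH 7.5.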
# S-ASM inh: blocks human secretory acid sphingomyelinase; Potency, µM (series often up to 57.5 µM), without a hit: top-dose activity change, negative = inhibition, hits mostly inhibitors; P17405; placental ASM, HMU-PC fluorogenic substrate, 60 min; 340,000 tested, 0.006% active; note: potency is the fitted concentration of half-maximal effect
# Target sequence (P17405 47-631 limits assumed): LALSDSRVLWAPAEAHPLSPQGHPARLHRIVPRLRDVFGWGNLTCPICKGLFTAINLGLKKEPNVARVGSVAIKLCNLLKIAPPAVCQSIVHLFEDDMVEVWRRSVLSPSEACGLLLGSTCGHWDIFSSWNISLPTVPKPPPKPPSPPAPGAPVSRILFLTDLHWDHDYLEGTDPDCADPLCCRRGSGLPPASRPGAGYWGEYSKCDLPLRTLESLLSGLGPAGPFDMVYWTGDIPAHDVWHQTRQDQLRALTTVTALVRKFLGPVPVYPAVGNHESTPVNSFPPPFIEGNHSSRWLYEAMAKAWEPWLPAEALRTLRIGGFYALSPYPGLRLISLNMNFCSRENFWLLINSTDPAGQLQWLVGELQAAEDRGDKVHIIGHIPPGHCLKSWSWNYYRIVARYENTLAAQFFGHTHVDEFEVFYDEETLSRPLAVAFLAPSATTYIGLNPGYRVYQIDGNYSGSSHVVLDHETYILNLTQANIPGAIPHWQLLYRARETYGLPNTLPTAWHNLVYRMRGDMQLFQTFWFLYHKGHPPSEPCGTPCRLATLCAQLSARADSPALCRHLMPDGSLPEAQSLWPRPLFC
#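 Fluorogenic HMU-PC substrate (9 uM final) is turned over by placental ASM in 60 min at 37 C after a 10 min compound preincubation. Reaction ended by alkaline stop (pH 10), with fluorescence read at 386/447 nm.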
# B2AR arrestin: beta2AR (human) beta-arrestin recruitment activity; beta-arrestin recruitment to beta2AR, cell-based reporter; Potency, µM (top dose mostly 46.1 µM), inactives show at the top dose activation, hits mostly activators; AID 492947; P07550; 330,000 tested, 0.02% active;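 note: potency is the fitted concentration of half-maximal effect; 0% = DMSO controls and full agonism = EC100 isoproterenol or metaproterenol; nearly all actives have a fitted effect of over 65% in size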
# PKM2 act: increases activity of human pyruvate kinase M2. 260,000 tested, 0.34% active. Potency, µM (series often up to 57.5 µM), for the others: at the top dose activation, usual class: activators. AID 1631. P14618. purified PKM2, Kinase-Glo ATP luminescence, activation; response scale: 0% is enzyme alone, no compound; note: potency is the fitted concentration of half-maximal effect; % is set by controls: 0 for no effect and ±100 for the full control effect; nearly all actives have a fitted effect of over 55% in size
# Target sequence (P14618 whole entry, looked up): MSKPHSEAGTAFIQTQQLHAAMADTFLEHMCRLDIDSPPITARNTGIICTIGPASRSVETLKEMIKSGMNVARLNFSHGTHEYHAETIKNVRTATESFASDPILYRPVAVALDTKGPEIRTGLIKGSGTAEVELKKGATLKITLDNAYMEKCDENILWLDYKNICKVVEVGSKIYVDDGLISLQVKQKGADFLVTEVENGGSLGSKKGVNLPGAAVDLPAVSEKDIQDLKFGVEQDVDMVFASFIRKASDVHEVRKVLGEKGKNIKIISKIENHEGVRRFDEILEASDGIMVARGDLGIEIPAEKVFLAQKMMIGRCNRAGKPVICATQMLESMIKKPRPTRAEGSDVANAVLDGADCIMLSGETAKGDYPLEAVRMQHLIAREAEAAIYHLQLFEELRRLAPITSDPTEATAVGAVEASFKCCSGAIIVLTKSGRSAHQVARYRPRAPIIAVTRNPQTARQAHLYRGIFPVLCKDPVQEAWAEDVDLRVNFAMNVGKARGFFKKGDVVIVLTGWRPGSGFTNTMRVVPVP
#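 Purified hPK-M2 (>95% pure) converted ADP (0.1 mM final) to ATP with 0.5 mM PEP in 50 mM imidazole pH7.2, KCl, MgCl2, Tween 20, BSA; 1 h at room temperature. ATP detected by Kinase-Glo luminescence.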
# BCR signal inh: blocks chronic active B-cell receptor signaling | ABC-DLBCL IkBa-CBG/CBR reporter, luminescence ratio, 4 h | 340,000 tested, 0.05% active | Potency, µM (titrated, usually from 46.1 µM), for the others: at the top dose ratio change, negative = lower green/red ratio, actives largely listed as inhibitors; active = well fitted inhibition curve with a large enough effect in the signal ratio, with a control signal flat, not every such curve was filed as active; inconclusive = small, poorly fitted or top-dose-only effect, or effect the other way, or a change in a side signal; the % refers to the signal ratio;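 note: potency is the fitted concentration of half-maximal effect; plate controls were basal doxycycline-induced cells for no effect and cells given 10 µM MG132 for full effect; MG132 reads +100%, hits lower the ratio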
#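 Doxycycline induced both beetle luciferases in TMD8 lymphoma cells; IKK-driven degradation limits the IkappaBalpha-fused green signal, while red luminescence normalises for cell number and nonspecific effects. Compounds tested up to 46 uM, 4 hrs.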
# Menin MLL FP TR: inhibitors of human menin-MLL interaction, mutant MLL peptide | O00255 | Menin + Texas Red MLL mutant peptide, fluorescence polarization | Potency, µM (series often up to 61.6 µM), inactives show at the top dose FP activity change, negative = inhibition, actives largely listed as inhibitors | AID 1768 | 270,000 tested, 0.23% active; active = well fitted inhibition curve with a large enough effect in the polarisation, with a control signal flat, not every such curve was filed as active; inconclusive = small, poorly fitted or top-dose-only effect, or effect the other way, or a change in a side signal; inactive = no such curve, though single readings can be large or run the other way; the % refers to the polarisation; note: potency is the fitted concentration of half-maximal effect; % of control where 0% means no effect; many of its hits are not listed in these tables
# Tb PFK inh: T. brucei PFK enzyme inhibition; O15648; T. brucei PFK, ADP-Glo luminescence; Potency, µM (highest dose often 57.5 µM), inactives show top-dose activity, negative = inhibition, actives largely listed as inhibitors; 330,000 tested, 0.17% active;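 note: potency is the fitted concentration of half-maximal effect; 0% = uninhibited 1x PFK enzyme wells and -100% = no-enzyme wells; nearly all actives have a fitted effect of over 60% in size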
#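 Compounds were pin-transferred as a titration series up to 57 uM into substrate buffer (0.5 mM F6P, 0.1 mM ATP, pH 8.0), then 1.25 nM PFK was added and reactions ran 45 min before ADP-Glo detection.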
# * marks the source's active call; other numbers are inactive results; ? = inconclusive; nt = no result given; [ ] = dose if it differs, or a comment. Unless noted, calls come from the whole dose curve; as a rule, active = well fitted curve in the direction sought with a large enough effect; inconclusive = small, poorly fitted or top-dose-only effect, or another doubt; inactive = no such curve, though single readings can be large; an effect the other way counts as inactive or inconclusive. These rows are one share of the data. The share of hits here may be higher or lower than overall.
SMILES,Giardia killer,Integrin act MD,GALK inh,Coupling enz,TSG101-PTAP inh,S-ASM inh,B2AR arrestin,PKM2 act,BCR signal inh,Menin MLL FP TR,Tb PFK inh
CC(C)(C)NC(=O)CN(C(=O)c1ccc(Cl)nc1)c1cccc2ccccc12,-5,12%,-1%,0,-2%,2%,-0.3%,9%,2%,-13%,3%
CC(C)(C)NC(=S)NC1CC1,2,-22%,0%,-1,-3%,2%,-1.2%,-3%,-17%,nt,-2%
Cc1cc(C)cc(N(C(C)C(=O)N2CCCCC2)S(C)(=O)=O)c1 (stereo not drawn),-11,-1%,1%,0,-1%,1%,-0.2%,-5%,2%,-12%,-1%
C=CCOc1ccc(/C=C/C(=O)OCC(=O)NC(C)c2ccc(F)cc2)cc1 (stereo not drawn),-22,2%,nt,nt,-5%,-2%,-0.2%,nt,7%,nt,0%
COc1ccc(CCN2CC(C(=O)Nc3ccc(S(C)(=O)=O)cc3)CC2=O)cc1OC (stereo not drawn),-10,-7%,nt,nt,-2%,2%,0.0%,nt,-4%,nt,1%
CN1CCN(NC(=S)Nc2ccc(OC(F)F)cc2)CC1,13,8%,8%,5,-1%,5%,0.0%,-12%,?,-5%,-1%
Cc1cc(C)nc(NS(=O)(=O)c2ccc(NC(=O)CCCN3C(=O)c4ccccc4C3=O)cc2)n1,6,11%,7%,4,-6%,5%,0.2%,0%,8%,-2%,0%
Nn1c(SCc2nc3ccccc3[nH]2)nnc1C1CCCCC1,-4,3%,3%,5,0%,10%,-1.0%,1%,-7%,3%,2%
CCOC(=O)c1cnc(-n2nc(C)cc2C)nc1Nc1ccc(C)cc1,-18,-3%,1%,-2,-2%,1%,0.0%,-2%,-5%,?,-2%
CC1CCCCN1C(=S)Nc1ccc(OC(F)F)cc1 (stereo not drawn),-17,21%,0%,0,5%,-3%,-0.4%,-2%,?,17%,4%
CCN(CC)CCNC(=O)c1ccccc1N,-8,18%,0%,3,4%,13%,0.0%,-2%,2%,8%,-3%
CC(C)CN(C(=O)COC(=O)c1ccc2ccccc2c1)c1c(N)n(Cc2ccccc2)c(=O)[nH]c1=O,-14,-43%,nt,nt,4%,2%,-0.2%,nt,-7%,nt,-2%
CCc1ccc(OCC(=O)OCC(=O)NCCNC(=O)COC(=O)COc2ccc(CC)cc2)cc1,14,-1%,6%,nt,1%,-2%,-0.5%,0%,-1%,nt,0%
CC(C)C(=O)N[C@@H]1c2ccccc2CC[C@@H]1OCc1ccccc1,11,-17%,nt,nt,-3%,-2%,-0.1%,nt,-2%,nt,-1%
COc1cccc(N2C(=O)CN(Cc3cc(OC)c(OC)c(OC)c3)C2=S)c1,-6,-14%,-1%,0,-1%,2%,0.4%,nt,-5%,25%,4%
S=C(NCCc1ccc(Cl)cc1)NC1CCCCC1,-5,-23%,3%,-4,-2%,-3%,6.1%,-1%,?,46%[activator],-1%
O=C(COC(=O)c1cccnc1Nc1cccc(C(F)(F)F)c1)NCCN1C(=O)CSC1=O,0,-8%,6%,0,-6%,-5%,0.0%,0%,-6%,29%,2%
Nc1cc2c(cc1Cl)N(Cc1ccccc1)C(=O)CO2,16,39%,nt,nt,1%,4%,-0.1%,nt,?,nt,-8%
Cc1cccc(Sc2c([N+](=O)[O-])ncn2C)c1,-4,-40%,nt,-11,-5%,3%,-0.9%,19%,?,-11%,0%
O=C(CC(c1ccccc1)c1ccccc1)Nc1nn[nH]n1,7,-4%,8%,14,1%,-10%,0.3%,nt,2%,2%,-5%
Cc1nc(N2CCN(Cc3ccccc3)CC2)nc2c1C(=O)CC(C)C2 (stereo not drawn),-1,-5%,5%,4,-8%,3%,-1.0%,-1%,4%,-4%,3%
Cc1ccc(S(=O)(=O)N2C[C@@H]3[C@H]4CC[C@H](C4)[C@@H]3[C@@H](C)[C@@H]2c2ccn(Cc3ccccc3)c2)cc1,-27,-22%,nt,nt,-1%,-6%,0.1%,nt,?,nt,3%
Clc1ccc2nc(-c3ccncc3)cc(-c3ccccc3)c2c1,6,21%,0%,4,1%,-8%,-0.8%,-3%,-9%,-25%,0%
CN(C)CCCn1c(=O)n(Cc2ccco2)c(=O)c2c3c(sc21)CCCCC3,-4,-63%[inhibitor],-2%,3,-2%,-1%,-1.5%,0%,?,nt,1%
Cc1ccc(N(CCO)C(=S)Nc2ccccc2)cc1,-22,-19%,-1%,0,-1%,-2%,-0.6%,0%,?,-24%,2%
# Remaining list, next part.
SMILES,Giardia killer,Integrin act MD,GALK inh,Coupling enz,TSG101-PTAP inh,S-ASM inh,B2AR arrestin,PKM2 act,BCR signal inh,Menin MLL FP TR,Tb PFK inh
Cc1cc(=O)oc2cc(OCC(=O)Nc3ccccc3C(=O)O)ccc12,-19,5%,-1%,13,-1%,1%[11.5 µM],-0.6%,nt,?,nt,0%
O=C(NCc1cccnc1)c1ccc(Cl)c(S(=O)(=O)N2CCOCC2)c1,8,13%,-3%,nt,nt,-1%,0.0%,nt,6%,nt,2%
CC(=O)NC(Cc1ccccc1)Cc1ccccc1,1,?,1%,4,-5%,-2%,0.0%,nt,-2%,4%,0%
COc1cc(-c2nnc3n2N=C(c2ccccc2)CS3)cc(OC)c1OC,12,44%,2%,-18,-6%,-4%,0.1%,2%,-18%,-22%,-4%
COc1ccc(NS(=O)(=O)c2cccs2)cc1S(=O)(=O)N1CCCCC1,-20,21%,nt,nt,-3%,3%,-0.6%,nt,?,nt,25%
Cc1sc2ncnc(N3CCC(C(=O)Nc4nc(-c5ccc(F)cc5)cs4)CC3)c2c1C,6,6%,nt,nt,0%,-3%,-0.5%,nt,?,nt,-4%
CCCN(CC(=O)Nc1ccccc1C)C(=O)CCN1C(=O)c2cccc([N+](=O)[O-])c2C1=O,16,16%,nt,nt,0%,-5%,0.3%,nt,1%,nt,-5%
COc1ccc(-c2nc(CNS(=O)(=O)c3cc(OC)ccc3OC)cs2)cc1,-8,4%,2%,-5,-3%,-2%,0.3%,-12%,0%,-6%,-14%
CN(C)c1ccc(Sc2nnc(NC(=O)Nc3ccc(Cl)cc3Cl)s2)cc1,4,-39%,nt,6,-2%,4%,-0.7%,-2%,?,3%,2%
CC12c3ccccc3C(c3ccccc31)C1C(=O)N(c3cccnc3)C(=O)C12 (stereo not drawn),-9,-4%,1%,1,1%,2%,-0.3%,-4%,1%,-9%,0%
Cc1ccc(SCC(=O)O/N=C(\N)c2cccnc2)cc1,22,-15%,5%,nt,0%,4%,-0.9%,-4%,2%,nt,1%
COc1ccccc1NS(=O)(=O)c1cccc(C(=O)N/N=C(\C)c2ccc3c(c2)OCCO3)c1,-4,11%,0%,4,-3%,1%,-1.6%,4%,3%,-3%,0%
O=C(N/N=C(\Cc1ncc[nH]1)c1ccccc1)c1ccncc1,20,?,-5%,0,-2%,8%,0.0%,-1%,-29%,-5%,-6%
CC(C(=O)Nc1ccc(F)c(F)c1F)N1CCCCCC1 (stereo not drawn),-12,-2%,4%,0,1%,2%,-0.2%,-4%,-1%,-8%,3%
COc1ccc([N+](=O)[O-])cc1N(CC(=O)N1CCCC1)S(C)(=O)=O,10,31%,3%,2,-9%,1%,0.5%,-10%,4%,2%,-11%
COc1ccc(CCC(=O)N2CCc3ccccc32)cc1,12,30%,3%,3,-5%,2%,-0.3%,-3%,1%,-27%,0%
Cc1ccc(C)c(S(=O)(=O)Nc2nc3ccc(S(N)(=O)=O)cc3s2)c1,19,10%,-1%,4,-3%,-2%,-0.1%,22%,-1%,15%,-6%
Cc1ccc(C)c(OCCCCN2CCCCC2)c1,7,-3%,-2%,-2,-2%,4%,0.3%,-6%,1%,0%,1%
O=C(CN1C(=O)C(=O)N(C2CCCC2)C1=O)Nc1ccc(N2CCOCC2)cc1,18,-22%,-2%,0,-4%,2%,-0.2%,3%,-7%,8%,-5%
Cc1ccccc1CSCC(=O)NCc1ccco1,8,-4%,nt,1,0%,0%,-0.5%,29%,?,8%,-16%
CC(C)C[C@@H](CO)N1CCN(Cc2ccc(O)cc2)CCC1=O,26,1%,nt,3,-4%,3%,0.0%,1%,?,19%,-1%
CN(C)C(=O)CS(=O)(=O)c1ccc(Cl)cc1,1,?,-4%,1,0%,1%,-0.3%,-4%,2%,nt,5%
CCN1CCCC1CNC(=O)c1[nH]c2ccc(OC)cc2c1C (stereo not drawn),27,16%,5%,1,0%,7%,-0.2%,nt,?,2%,-11%
O=C(COc1ccccc1[N+](=O)[O-])NCC1(N2CCOCC2)CCCCC1,9,-11%,nt,nt,0%,-3%,-1.1%,nt,?,nt,7%
COc1ccc(C(=O)CC(=O)C(=O)Nc2cc([N+](=O)[O-])ccc2OC)cc1,-8,44%,-4%,-3,2%,7%,-0.6%,nt,?,?,-1%
